High-throughput results deposited in PubChem BioAssay by The Scripps Research Institute Molecular Screening Center.
HTRA1 inh – HTRA1 (human) protease inhibition; inhibition, % at 5.96 µM; actives 0.5% (n = 340,000); AID 504803; Q92743; recombinant HTRA1, FP-rhodamine activity-based probe, fluorescence polarization; in the data active = inhibition above about 36%;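 note: 0% = enzyme with DMSO and 100% = wells lacking enzyme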
Target sequence (Q92743 whole entry, looked up): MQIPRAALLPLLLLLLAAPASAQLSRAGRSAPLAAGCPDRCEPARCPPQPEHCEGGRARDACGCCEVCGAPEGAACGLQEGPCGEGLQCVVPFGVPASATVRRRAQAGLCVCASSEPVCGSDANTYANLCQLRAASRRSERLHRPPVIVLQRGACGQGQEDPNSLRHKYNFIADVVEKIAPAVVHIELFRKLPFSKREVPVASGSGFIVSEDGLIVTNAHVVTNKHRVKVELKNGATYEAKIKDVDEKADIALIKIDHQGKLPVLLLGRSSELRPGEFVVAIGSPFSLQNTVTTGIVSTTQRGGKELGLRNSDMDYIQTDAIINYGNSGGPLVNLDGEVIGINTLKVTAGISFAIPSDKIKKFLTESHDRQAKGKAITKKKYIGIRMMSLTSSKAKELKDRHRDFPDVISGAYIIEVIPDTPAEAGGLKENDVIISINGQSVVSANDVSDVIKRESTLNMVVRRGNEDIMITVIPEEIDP
TCR CD3 inh – human TCR-CD3 binding inhibition | TAMRA-labeled TCR probe fluorescence, biochemical | inhibition, % at 9.4 µM | actives 0.37% (n = 360,000); in the data active = inhibition above about 19%;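 note: recombinant mutant TCR 2C K166C tagged with TAMRA read by polarization; 0% = receptor in buffer alone and 100% = receptor with positive control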
ABHD4 inh – inhibits mouse alpha/beta hydrolase domain 4; Q8VD66; purified mABHD4, FP-Rh probe fluorescence polarization; inhibition, % at 8.92 µM; actives 0.54% (n = 370,000); AID 720543;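 active = inhibition exceeding the mean over every tested compound plus 3 SD, cut at about 30% in these data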;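 note: 0% = plate median of compound wells and 100% = S159A mutant with DMSO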
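System: mouse ABHD4 enzyme, wild type / Medium: HEPES pH 7.0, NaCl, Pluronic buffer / Reagent: FP-Rh activity-based fluorescent probe / Control set: S159A mutant high control, sample median low control / Detection: fluorescence polarization with parallel and perpendicular emission, 525/598 nm / Schedule: 45 min + 60 min at 25 °C / Compound dosing: 8.92 µM, single dose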
LEDGF integ inh – blocks HIV-1 LEDGF/p75-dependent DNA integration; TR-FRET IN-LEDGF/p75 DNA integration, Eu/Cy5; inhibition, % at 3.7 µM; actives 0.64% (n = 370,000);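 active = inhibition above the screen-wide mean plus 3 SD, cut at about 13% in these data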;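 note: signal is the Cy5 over europium emission ratio at 671 and 618 nm; 0% = plate median of compound wells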
SIAE primary – human SIAE inhibition, primary screen; AID 1053197; SIAE FP-Rh probe binding, fluorescence polarization; Q9HAT2; actives 0.69% (n = 370,000); inhibition, % at 9.66 µM;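 active = inhibition above a cutoff: mean of compounds within the control limits plus 3 SD of those, cut at about 17% in these data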;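 note: 0% = plate median of compound wells and 100% = probe without SIAE protein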
PRMT1 inh – inhibitors of human PRMT1; Q99873; recombinant PRMT1, activity-based probe fluorescence polarization; inhibition, % at 2.79 µM; actives 1.3% (n = 370,000);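 active = inhibition above about 21% made by adding two undisclosed values, limit read from the data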
TDP2 inh – TDP2 (human) inhibition, absorbance primary screen; inhibition, % at 12.8 µM; recombinant TDP2, T5PNP hydrolysis, p-nitrophenol absorbance 415 nm; actives 0.34% (n = 370,000);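 active = inhibition above the mean of all tested compounds plus 3 SD, set per campaign, cut at about 25% in these data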;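 note: 0% = DMSO with enzyme and 100% = buffer with substrate but no TDP2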
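Test system: Human TDP2 enzyme | Reagent: 5 mM T5PNP | Compound dosing: 12.8 µM single point, 1% DMSO | Incubation: Enzyme reaction with compound for 2 h at 37 °C | Technique: p-Nitrophenol epi absorbance | Read-out: % inhibition relative to enzyme-containing and enzyme-free wells | Benchmarks: High control without enzyme, low control DMSO plus TDP2 | Replicates: Singlicate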
Tn7 DDE FP – inhibitors of Tn7 peptide binding to human fibrin DD(E). P02675. FP displacement of FITC-Tn7 peptide from fibrin DD(E); 0% = median of compound wells per plate. inhibition, % at 8.3 µM. actives 0.13% (n = 370,000). AID 720508;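 active = inhibition above the mean of compounds falling within the control limits plus 3 SD of them, cut at about 14% in these data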;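 note: 0% = plate median of compound wells and 100% = 10 µM Aha-Tn7 peptide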
Target sequence (P02675 whole entry, looked up): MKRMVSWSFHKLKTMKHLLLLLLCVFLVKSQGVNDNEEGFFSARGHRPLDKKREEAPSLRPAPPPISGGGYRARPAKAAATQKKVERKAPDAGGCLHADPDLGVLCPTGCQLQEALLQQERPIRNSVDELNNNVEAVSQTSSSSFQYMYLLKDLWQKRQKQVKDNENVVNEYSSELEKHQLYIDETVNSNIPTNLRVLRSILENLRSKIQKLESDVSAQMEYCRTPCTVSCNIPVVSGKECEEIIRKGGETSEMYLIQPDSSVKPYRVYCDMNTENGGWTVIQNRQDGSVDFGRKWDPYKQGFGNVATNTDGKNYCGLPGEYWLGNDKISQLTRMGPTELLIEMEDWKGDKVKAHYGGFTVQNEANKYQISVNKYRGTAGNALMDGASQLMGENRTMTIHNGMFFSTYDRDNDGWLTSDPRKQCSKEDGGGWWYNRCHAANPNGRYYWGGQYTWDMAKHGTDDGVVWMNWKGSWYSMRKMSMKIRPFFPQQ
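Assay system: human fibrin DD(E). Input: DD(E) 2 µM final. Medium: Tris buffer with calcium and detergent, pH 7.8. Compound dosing: single point at 8.3 µM. Timing: 10 min plus 3 h, room temperature. Technique: fluorescence polarization of the labelled Tn7 tracer. Read-out: percent inhibition. Replicates: singlicate testing.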
PG9 binder – PG9 antibody binding by small molecule | inhibition, % at 6.7 µM | TR-FRET gp120-PG9 antibody binding | actives 0.43% (n = 360,000); in the data active = inhibition above about 8.5%
UHRF1 MBD2 ctr – human UHRF1 methylated DNA binding inhibitors. UHRF1 binding to methylated oligo, TR-FRET. inhibition, % at 4.4 µM. actives 0.75% (n = 370,000). AID 687016; in the data active = inhibition above about 21%;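 note: UHRF1 SRA domain binding a hemimethylated CpG hairpin DNA probe; 0% = median of test compound wells and 100% = reference inhibitor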
Numbers without * were called inactive; · = no result given.

SMILES	HTRA1 inh	TCR CD3 inh	ABHD4 inh	LEDGF integ inh	SIAE primary	PRMT1 inh	TDP2 inh	Tn7 DDE FP	PG9 binder	UHRF1 MBD2 ctr
CC(NC(=O)c1ccc(CS(C)(=O)=O)cc1)c1ccc(-c2ccccc2)cc1 (stereo not given)	-7	-1	-5	1	-6	0	6	-3	0.5	-1
O=C(CCc1nc(-c2ccccc2F)no1)NCCN1CCN(Cc2ccccc2)CC1	-3	-1	6	2	4	-2	8	-2	2.0	-1
COc1ccc(-c2noc(CN3CCN(c4ccccc4F)CC3)n2)cc1OC	-14	2	-2	-2	12	0	1	-5	-2.2	-1
Clc1nc(NCCN2CCOCC2)nc(NCc2ccccc2)n1	5	7	0	3	2	-4	3	3	-0.8	-2
Cc1noc(C)c1COc1ccc(C(=O)OCC(=O)Nc2ccc3c(c2)OCO3)cc1	-4	-4	1	0	-2	3	-4	-2	-0.4	0
CSc1nc2ccc(NC(=O)C3CCCO3)cc2s1 (stereo not given)	-3	-4	11	1	1	0	2	4	1.0	8
Cc1nnc(SCC(=O)NC2CCS(=O)(=O)C2)n1Cc1ccccc1 (stereo not given)	6	4	0	1	-4	-4	-4	1	-3.0	-2
CCCN(CC(=O)Nc1ccc(F)c(F)c1F)C(=O)C1CC(=O)N(Cc2ccccc2)C1 (stereo not given)	7	-5	1	3	5	-2	-1	0	1.1	-3
CCN(CCn1cccn1)C(=O)c1cc(COc2ccccc2SC)on1	-8	-6	-7	-2	4	1	-3	6	-1.4	35*
COc1cc(OCC(=O)NC(C)C)cc2c1C(=O)O[C@@H](C)CCCC(=O)CCCCC2	4	-8	-5	3	1	-4	-15	0	1.1	4
NNC(=O)c1nn(-c2ccc(Cl)cc2)ccc1=O	1	10	4	-1	-14	1	-6	1	-0.5	1
CCc1c(C(=O)Nc2ccc(S(=O)(=O)N3CCOCC3)cc2)csc1C	-22	1	-4	1	-4	4	3	0	-1.0	7
COCCCn1c(=N)c(C(N)=S)cc2c(=O)n3cccc(C)c3nc21	27	28*	1	1	4	0	-8	-3	0.5	-8
Clc1ccccc1-c1nnc2sc(-c3ccccn3)nn12	-5	4	-2	4	1	0	-12	-11	-1.4	-3
CCc1ccc2[nH]c(=O)c(Cc3ccccc3)c(O)c2c1	-2	3	-5	4	1	-2	1	3	0.1	-2
CSc1nc2nc3c(cc2c(=O)n1-c1ccccc1C)CCCC3	2	-3	5	3	-6	1	0	2	-1.1	1
CC(=O)Nc1ccc(-c2ccnc3c2CC(C)(C(=O)Nc2ccc(Cl)cc2)O3)cc1 (stereo not given)	·	-1	-29	-3	-20	1	6	8	1.5	-1
Cc1cc(OCC(=O)Nc2ccc(OCc3ccccc3)cc2)nc(C(C)C)n1	-5	3	6	-3	-1	-1	-9	3	1.1	-2
COc1ccc(NC(=O)CN2CCN(C(C)=O)CC2)cc1S(=O)(=O)N1CCOCC1	6	1	-6	1	0	-1	3	2	-2.7	0
CN(Cc1cnccn1)C(=O)C1CCC(=O)N(CCc2ccc(Cl)cc2)C1 (stereo not given)	2	8	-4	-1	0	-3	12	9	-1.0	-1
COc1ccc(-c2cc(C(=O)N3CC4(C)CC3CC(C)(C)C4)no2)cc1 (stereo not given)	0	-1	2	-1	3	-3	-3	5	-0.1	1
CCc1noc(C)c1C(=O)NNC(=O)c1nn(C)c(=O)c2ccccc12	-1	0	-3	-5	4	0	9	4	-1.1	30*
CC(=O)Nc1nc2n(n1)C(c1ccc(F)cc1)C=C(c1ccccc1)N2 (stereo not given)	2	-1	5	1	1	13	-1	7	-0.9	2
NS(=O)(=O)c1ccc(NC(=O)COC(=O)Cn2cnc3ccccc3c2=O)cc1	4	-2	-3	0	-4	2	-3	2	1.0	2
Cc1cc(C)cc(NC(=O)CSc2nc3c(c(=O)[nH]2)CN(Cc2ccc(F)cc2)CC3)c1	-20	-6	-1	0	-3	1	12	-4	0.0	-2
Cc1ccc(NC(=O)c2cnc3ccccc3n2)cc1C	-9	-2	6	-3	-10	0	-1	4	-0.5	4
CC(C)C(=O)Nc1ccc(N2CCOCC2)c(S(=O)(=O)Nc2ccccc2Cl)c1	-6	-2	-9	1	2	4	4	10	-1.8	4
COc1ccc(OC)c(/C=C/c2ccc3cccc(O)c3n2)c1	-2	-4	-1	1	4	3	-11	3	-0.4	16
Cc1cccc(/C=N/NC(=O)c2ccc(NC(=O)c3ccc(Cl)cc3)cc2)n1	-26	-3	-19	6	-12	-5	16	-3	0.1	-1
O=c1c2ccccc2ccc2ccc(P(=O)(O)O)cc12	2	2	12	5	0	-1	5	-5	1.7	2
COc1ccc(CCn2nnnc2C(CC(C)C)N2CCN(c3ncccn3)CC2)cc1OC (stereo not given)	-6	2	-1	-1	4	-4	2	-3	0.8	-1
COCCNC(=O)Cn1cnc2c1c(=O)n(C)c(=O)n2C	2	6	7	-2	-6	0	-14	10	-0.6	0
Cc1ccc2c(c1)[C@H]1[C@H](CO2)[C@H](c2ccccc2)[C@]2(C)C(=O)Nc3cc(F)c(F)cc3C(=O)N12	-47	-6	-78	0	-43	4	5	4	-0.6	0
N/C(CS(=O)(=O)c1ccc(F)cc1)=N\O	1	9	1	0	3	0	0	1	0.7	-1
CSCCC(NC(=O)c1ccccc1)C(=O)N1CC=C(c2ccccc2)CC1 (stereo not given)	-2	-3	-1	2	-1	-1	-1	2	-0.9	-1
CCCCN1CC(=O)N2Cc3[nH]c4ccccc4c3C[C@H]2C1=O	-1	-2	-21	-2	5	6	-10	-1	0.4	2
O=C(NCc1cccnc1)/C(=C/c1ccc(-c2ccc(Cl)cc2)o1)S(=O)(=O)c1ccccc1	-12	-4	-4	-1	-1	7	1	-1	-1.7	-1
Nc1nnc(CC(=O)N/N=C\c2ccc(-c3cccc(Cl)c3)o2)s1	-4	-1	3	3	-5	0	11	4	-2.9	-6
S=c1[nH]ccc2ccccc12	5	0	8	-2	5	2	6	-2	11*	-7
O=C(CSc1nncn1-c1cccnc1)Nc1ccccc1[N+](=O)[O-]	3	3	-6	1	11	-2	7	1	-1.9	0

In the list so far, 3 have two or more sulfur atoms.
SMILES	HTRA1 inh	TCR CD3 inh	ABHD4 inh	LEDGF integ inh	SIAE primary	PRMT1 inh	TDP2 inh	Tn7 DDE FP	PG9 binder	UHRF1 MBD2 ctr
CSc1nc2ccc(NC(=O)C3CCCO3)cc2s1 (stereo not given)	-3	-4	11	1	1	0	2	4	1.0	8
Cc1nnc(SCC(=O)NC2CCS(=O)(=O)C2)n1Cc1ccccc1 (stereo not given)	6	4	0	1	-4	-4	-4	1	-3.0	-2
CCc1c(C(=O)Nc2ccc(S(=O)(=O)N3CCOCC3)cc2)csc1C	-22	1	-4	1	-4	4	3	0	-1.0	7

Additional structures.
SMILES	HTRA1 inh	TCR CD3 inh	ABHD4 inh	LEDGF integ inh	SIAE primary	PRMT1 inh	TDP2 inh	Tn7 DDE FP	PG9 binder	UHRF1 MBD2 ctr
COc1ccc(OCCOC(=O)CNC(=O)c2ccc(Cl)cc2Cl)cc1	-3	-7	2	-7	1	5	2	3	-1.9	2
CN(C)S(=O)(=O)c1ccc(-c2ccccc2)cc1	-10	-1	-1	4	-8	0	3	6	1.1	1
O=C(CCc1c[nH]c2ccccc12)NCC(=O)Nc1ccc(F)c(F)c1F	5	4	1	0	-3	-3	-8	7	-1.7	2
COc1ccc2c(O)c(-c3c(C)cc(C)cc3C)c(=O)[nH]c2c1	2	0	4	1	-2	-4	-5	-5	-1.4	-1
CCC(C)N(CCNC(=O)c1ccc(NC2=NC3CS(=O)(=O)CC3S2)cc1)Cc1ccco1 (stereo not given)	-5	-6	-8	6	-1	1	-14	-4	-1.7	1
O=S(=O)(/N=C(/Nc1ccc(Cl)c(S(=O)(=O)N2CCOCC2)c1)c1ccc(F)cc1)c1ccccc1	-7	1	-7	0	-9	-2	2	-2	-0.4	0
CCCCN(c1ccc(C(=O)OC)cc1)S(=O)(=O)c1ccccc1	-10	3	-3	3	3	-3	-17	-7	-1.6	0
CC(C)[C@H](NS(=O)(=O)c1cccc(C(F)(F)F)c1)C(=O)OCC(N)=O	0	0	-2	2	-2	-2	-8	-4	-0.9	1
Cc1ccc(CNC(=O)CCC(=O)Nc2nnc(C(C)C)s2)cc1	2	2	4	3	-1	1	7	-1	0.1	18
COc1ccc(-c2cn(Cc3ccc(C(N)=O)cc3)c(CCN)n2)cc1	-1	2	-16	-1	4	5	-11	3	0.4	5
COc1ccc(C(=O)NNC(=O)c2cc(C)[nH]n2)cc1	4	2	0	-2	11	-1	-7	-1	1.3	-1
COc1ccccc1NC(=O)N1CCn2c(nc3ccccc32)C1	-4	3	3	1	2	-2	-8	-7	-2.3	0
O=C(C1CCN(S(=O)(=O)N2CCOCC2)CC1)N1CCN(c2ccc(F)cc2)CC1	-1	4	-3	0	-3	-1	1	-4	0.6	2
COc1ccccc1CN1C(=O)CCC1(C)C(=O)NCc1cccnc1 (stereo not given)	2	5	1	-2	0	-4	3	-2	-0.4	3
OC(c1ccc(F)cc1)c1nc(-c2csc3ccccc23)cs1 (stereo not given)	·	0	-25	1	-2	-1	-2	3	1.2	1
CCN(CC)CCCC1(CN)OCCc2ccccc21 (stereo not given)	0	5	-6	-3	6	1	3	-2	0.3	2
N#C/C(=C\c1ccncc1)c1ccccn1	3	-4	1	3	-2	-5	-6	-7	-3.2	0
Cc1ccc(NC(=O)c2cc(S(=O)(=O)N3CCCCC3)ccc2N2CCOCC2)cc1S(=O)(=O)N(C)C	3	-1	-4	-1	-5	-8	-4	-1	-0.7	-2
Cc1ccc(NC(=O)COC(=O)CCc2c[nH]c3ccccc23)c(C)c1	-4	-4	1	-6	8	10	-1	-2	-1.1	0
CCOCCn1c(CN2CCC(Cc3ccccc3)CC2)nc2c1c(=O)n(C)c(=O)n2C	1	-3	4	0	-1	1	-1	-2	-2.4	5
COc1ccc(C(=O)CCC(=O)N2CCN(c3cccc(Cl)c3)CC2)cc1	1	-14	-10	0	-2	-7	-9	1	1.4	3
COC(=O)Cn1c(=NC(=O)CCS(=O)(=O)c2ccccc2)sc2c(OC)ccc(OC)c21	-3	6	3	-1	-2	1	-3	6	-0.8	0
CCC(C)NC(=O)c1cc(Sc2nnc(C)s2)nc2ccccc12 (stereo not given)	·	6	-5	0	1	-1	4	10	-0.6	12
COc1ccc(NC(=O)Nc2ccc(F)cc2F)c(C)c1	9	11	-5	1	4	0	4	0	0.4	-1
COc1ccccc1-c1nc(C#N)c(N2CCN(C(c3ccccc3)c3ccccc3)CC2)o1	9	6	0	-3	-5	0	-8	-4	-0.2	1
COc1cccc(C(=O)CSc2nnc(-c3cc(OC)cc(OC)c3)o2)c1	2	9	0	4	-1	-1	-9	5	-0.8	-3
